CaV13 ICDI inh: Primary screen for inhibitors of IQ motif and Ca2+-dependent inactivation inhibitor domain binding in CACNA1D, Förster resonance energy transfer in living cells, …; HEK cells, CFP/YFP FRET ICDI-IQ, plate reader, 10 min; percent FRET-ratio fall versus neutral wells; inhibition, % at 12.3 µM; actives 0.098% (n = 340,000); AID 743397;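 active means mean replicate inhibition of at least 30% and at least 1% of replicates passing that level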;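 further: 0% = median of the neutral control wells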
HIF-2a block: HIF-2a inhibition; 786-0 RCC cells HIF-2a reporter, luciferase luminescence, overnight; inhibition, % at 18.8 µM; actives 0.72% (n = 360,000); AID 624352;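 active means inhibition of the luminescence signal of 40% or more relative to plate controls, in a single-dose primary screen at 18.75 µM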
NR2E3 ag-1: activates human photoreceptor nuclear receptor NR2E3. GST-NR2E3/biotin-RetCOR TR-FRET, 1536-well. inhibition of corepressor binding, % at 4.78 µM. actives 0.12% (n = 320,000). AID 2300;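 active means percent inhibition above the cutoff of mean plus 3 SD of all tested compounds, set per screening campaign, cut at about 20% in these data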;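 further: 0% = DMSO wells and 100% = biotin wells as full block of FRET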
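Material – GST-tagged NR2E3 plus biotinylated RetCOR corepressor · Quantity – NR2E3 fusion 1.35 nM · Times – 5 h incubation at 4 °C · Medium – pH 7.5 Tris-based buffer · Technique – TR-FRET, Eu(K)-anti-GST donor, streptavidin-D2 acceptor, ex 340, em 617/671 nm · Benchmarks – high control biotin, low control 0.6% DMSO · Format – 1536-well plates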
PDI turbidity: inhibitors of human protein disulfide isomerase; P07237; PDI insulin aggregation turbidity, A650, 90 min; inhibition, % at 10 µM; actives 0.052% (n = 350,000); AID 588391;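 active means mean inhibition across replicates of 30% or more, whatever share of single replicates reach that level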;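 further: absorbance from insulin aggregation driven by PDI reduction with DTT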
Target sequence (P07237 whole entry, looked up): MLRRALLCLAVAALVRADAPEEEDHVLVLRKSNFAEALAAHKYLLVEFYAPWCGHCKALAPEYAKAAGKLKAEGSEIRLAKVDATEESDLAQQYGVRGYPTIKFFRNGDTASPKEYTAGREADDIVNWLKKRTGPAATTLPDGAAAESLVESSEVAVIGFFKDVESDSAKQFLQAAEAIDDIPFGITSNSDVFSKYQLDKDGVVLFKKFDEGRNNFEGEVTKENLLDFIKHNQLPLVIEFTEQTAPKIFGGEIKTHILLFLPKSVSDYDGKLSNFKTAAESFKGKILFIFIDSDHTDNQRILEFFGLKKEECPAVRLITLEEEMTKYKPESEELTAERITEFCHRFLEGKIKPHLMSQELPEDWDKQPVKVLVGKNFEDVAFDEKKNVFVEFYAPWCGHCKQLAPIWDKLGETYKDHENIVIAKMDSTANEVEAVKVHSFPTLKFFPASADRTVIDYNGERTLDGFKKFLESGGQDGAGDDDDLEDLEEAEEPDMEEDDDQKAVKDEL
Shn3 3UTR inh: reduces Shn3 3'UTR luciferase signal in osteoblasts; actives 0.52% (n = 360,000); Clone20 osteoblast Shn3 3'UTR firefly luciferase, 24 h; inhibition, % at 12.5 µM;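 active means mean inhibition of at least 75% with every replicate also reaching 75%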;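 further: 0% = median of neutral control wells and 100% = pilot-screen positive control compound; some compounds past the cut are filed as inactive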
iPSC survival up: hiPSC single-cell survival enhancement. ATPlite luminescence; 100% = ROCK inhibitor wells, 0% = DMSO. survival enhancement, % at 20 µM. actives 0.044% (n = 360,000); in the data active means survival enhancement above about 18%;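 further: cells exposed to compounds for 16 hours before the ATP read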
Peg3 prom inh: Peg3 promoter activity inhibition. HeLa PEG-Prom luciferase reporter, luminescence, overnight. inhibition, % at 20 µM. actives 1.7% (n = 360,000). AID 588405;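 active means inhibition of at least 50% at 20 µM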
HTR2A ag: agonists of mouse serotonin 5-HT2A receptor (HTR2A). activation, % at 7.6 µM. P35363. AID 624169. CHO-K1 mHTR2A beta-arrestin complementation, luminescence; percent of 30 µM serotonin response. actives 0.66% (n = 360,000);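 active means activation above a run cutoff, the mean activation of all tested compounds plus 3 SD, cut at about 14% in these data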;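 further: 0% = plate median of compound wells and 100% = 30 µM serotonin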
Target sequence (P35363 whole entry, looked up): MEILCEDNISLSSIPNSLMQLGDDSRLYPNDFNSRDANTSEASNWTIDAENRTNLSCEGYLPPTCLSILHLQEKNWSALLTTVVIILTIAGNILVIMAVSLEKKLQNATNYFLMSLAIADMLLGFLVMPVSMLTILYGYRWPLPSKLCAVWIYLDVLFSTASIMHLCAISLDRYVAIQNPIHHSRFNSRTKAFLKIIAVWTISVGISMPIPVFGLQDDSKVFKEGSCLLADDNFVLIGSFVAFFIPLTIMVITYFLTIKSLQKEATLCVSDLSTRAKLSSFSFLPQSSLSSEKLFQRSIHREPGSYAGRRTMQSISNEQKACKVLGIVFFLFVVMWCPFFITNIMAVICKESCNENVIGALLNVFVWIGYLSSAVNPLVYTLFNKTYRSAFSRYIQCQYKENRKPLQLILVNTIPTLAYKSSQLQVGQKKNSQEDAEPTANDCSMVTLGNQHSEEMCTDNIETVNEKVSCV
NR2E3 ag-2: human photoreceptor-specific nuclear receptor agonism | Q9Y5X4 | CHO-S Gal4-NCOR/VP16-NR2E3 two-hybrid, luciferase | inhibition of corepressor binding, % at 3.98 µM | actives 0.35% (n = 360,000) | AID 602229;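 active means inhibition above the mean of all tested compounds plus 3 SD, cut at about 70% in these data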;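 further: 0% = DMSO with NR2E3 transfected cells and 100% = cells lacking NR2E3 construct; higher means lower luciferase signal from less NR2E3 corepressor binding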
TRPM1 prom inh: inhibitors of MITF-driven TRPM1 promoter in melanoma cells. actives 0.83% (n = 330,000). SK-MEL-5 TRPM1 promoter luciferase, 24 h. AID 488899. inhibition, % at 12.5 µM;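 active means mean inhibition across replicates of 60% or more, whatever share of single replicates reaches that level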; further: values of inactives mirror those of a sister screen read the other way
H9c2 protect: modulators protecting cardiomyocytes from myocardial damage. H9c2 cardiomyocytes, H2O2 injury protection, ATPLite, 2 h. protection from H2O2 cell death, % at 20 µM. actives 0.63% (n = 360,000);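 active means compounds giving at least 50% protection of heart cells from peroxide-induced death in the single-dose screen, raw or plate-pattern-corrected value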;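 further: 0% = DMSO wells with peroxide and 100% = DMSO wells without peroxide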
* marks the source's active call; other numbers are inactive results.

`N#CCCn1cc(C(=O)Nc2ccccc2Cl)c(-c2ccc(F)cc2)n1` gave CaV13 ICDI inh -2, HIF-2a block 24, NR2E3 ag-1 -2, PDI turbidity 17, Shn3 3UTR inh 6, iPSC survival up 0.0, Peg3 prom inh 21, HTR2A ag -1, NR2E3 ag-2 -1, TRPM1 prom inh -2 and H9c2 protect -1.
Screening CC12CCC3C(CCC4CC(=O)CCC43C)C1CC(=NO)C2=O (stereo not drawn) returned CaV13 ICDI inh -6, HIF-2a block 24, PDI turbidity -5, Shn3 3UTR inh -5, iPSC survival up -1.5, Peg3 prom inh -10, HTR2A ag 6, NR2E3 ag-2 5, TRPM1 prom inh -9 and H9c2 protect 0.
CCC(C)n1c(O)c(C=NCCc2ccccc2)c(=O)[nH]c1=S (stereo not drawn) was read as CaV13 ICDI inh -5, HIF-2a block 12, NR2E3 ag-1 -4, PDI turbidity -3, Shn3 3UTR inh 7, iPSC survival up 0.5, Peg3 prom inh 0, HTR2A ag -1, NR2E3 ag-2 1, TRPM1 prom inh 1 and H9c2 protect -1.
Screening COc1ccc(Cc2c(O)[nH]c(=S)[nH]c2=O)cc1 returned CaV13 ICDI inh -19, HIF-2a block 11, PDI turbidity -4, Shn3 3UTR inh -15, iPSC survival up -0.4, Peg3 prom inh 11, HTR2A ag -3, NR2E3 ag-2 -5, TRPM1 prom inh 6 and H9c2 protect 0.
C=Cn1ccnc1P(O)(=S)c1nc(C)c(CCOC(C)=O)s1 (stereo not drawn) was read as CaV13 ICDI inh 0, HIF-2a block 0, NR2E3 ag-1 -2, PDI turbidity -3, Shn3 3UTR inh -1, iPSC survival up 0.3, Peg3 prom inh 9, HTR2A ag 0, NR2E3 ag-2 -5, TRPM1 prom inh -8 and H9c2 protect -4.
`CCN1CCC2(CC1)NC(CO)(CO)CO2` gave CaV13 ICDI inh -6, HIF-2a block 25, NR2E3 ag-1 0, PDI turbidity 7, Shn3 3UTR inh -15, iPSC survival up -2.1, Peg3 prom inh 14, HTR2A ag -4, NR2E3 ag-2 0, TRPM1 prom inh -14 and H9c2 protect 10.
`Cc1nc2ccccc2c(=O)n1-c1ccccc1[N+](=O)[O-]` gave CaV13 ICDI inh -5, HIF-2a block 12, NR2E3 ag-1 0, PDI turbidity -51, Shn3 3UTR inh 1, iPSC survival up 3.9, Peg3 prom inh 16, HTR2A ag 8, NR2E3 ag-2 -19, TRPM1 prom inh 0 and H9c2 protect 5.
CN1CCN(/N=C/c2c(O)n(C)c(=O)n(C)c2=O)CC1 was read as CaV13 ICDI inh -5, HIF-2a block 11, NR2E3 ag-1 1, PDI turbidity 5, Shn3 3UTR inh -39, iPSC survival up 0.5, Peg3 prom inh 2, HTR2A ag -3, NR2E3 ag-2 -22, TRPM1 prom inh 18 and H9c2 protect -3.
Cc1c(C(=O)N2CCC3(CC2)OCCO3)oc2ccc(S(=O)(=O)N3CCOCC3)cc12 was read as CaV13 ICDI inh -4, HIF-2a block 6, NR2E3 ag-1 2, PDI turbidity -4, Shn3 3UTR inh 2, iPSC survival up 2.5, Peg3 prom inh 12, HTR2A ag 7, NR2E3 ag-2 -8, TRPM1 prom inh -3 and H9c2 protect 1.
For CCc1ccc(-n2c(O)c(C(C)=O)c(=O)[nH]c2=O)cc1 (tested in a mixture with another compound) the results were CaV13 ICDI inh -10, HIF-2a block 11, NR2E3 ag-1 2, PDI turbidity 1, Shn3 3UTR inh -10, iPSC survival up -0.3, Peg3 prom inh -9, HTR2A ag 1, NR2E3 ag-2 -18, TRPM1 prom inh 6 and H9c2 protect 6.
For CC12CNCC(C)(CNC1)C2O (stereo not drawn) the results were CaV13 ICDI inh -8, HIF-2a block 19, NR2E3 ag-1 -5, PDI turbidity 2, Shn3 3UTR inh -12, iPSC survival up 2.8, Peg3 prom inh 17, HTR2A ag 1, NR2E3 ag-2 -6, TRPM1 prom inh -12 and H9c2 protect -3.
For O=C1NCN(c2ccccc2)C12CCN(C(c1cccc3ccccc13)c1nnnn1Cc1ccccc1)CC2 (stereo not drawn) the results were CaV13 ICDI inh -6, HIF-2a block -5, Shn3 3UTR inh -14, iPSC survival up -0.5, Peg3 prom inh 28, HTR2A ag 10, NR2E3 ag-2 -20 and H9c2 protect -6.
For O=c1c2ccccc2nc(-c2ccco2)n1-c1ccc(Br)cn1 the results were CaV13 ICDI inh -6, HIF-2a block -6, NR2E3 ag-1 0, PDI turbidity -5, Shn3 3UTR inh -5, iPSC survival up -1.2, Peg3 prom inh 20, HTR2A ag -7, NR2E3 ag-2 -10, TRPM1 prom inh 8 and H9c2 protect 1.
For Oc1cccc(/C=N/NP(=S)(c2ccccc2)c2ccccc2)c1 the results were CaV13 ICDI inh -4, HIF-2a block 19, NR2E3 ag-1 -6, PDI turbidity -9, Shn3 3UTR inh -2, iPSC survival up -2.1, Peg3 prom inh 23, HTR2A ag -6, NR2E3 ag-2 22, TRPM1 prom inh 12 and H9c2 protect -12.
`Cc1cc(OCCCC(=O)NCc2cccs2)ccc1Cl` gave CaV13 ICDI inh -4, HIF-2a block -1, NR2E3 ag-1 3, PDI turbidity -3, Shn3 3UTR inh 10, iPSC survival up 2.5, Peg3 prom inh 18, HTR2A ag 1, NR2E3 ag-2 -12, TRPM1 prom inh 9 and H9c2 protect -14.
COC(=O)C1=C(c2ccc(Cl)c(C(F)(F)F)c2)C[C@@H]2CC[C@H]1N2C(=O)N1CCC(O)(c2ccc(Cl)cc2)CC1 was read as CaV13 ICDI inh -5, HIF-2a block 2, PDI turbidity -1, Shn3 3UTR inh 21, iPSC survival up -0.1, Peg3 prom inh 47, HTR2A ag -9, NR2E3 ag-2 9, TRPM1 prom inh 18 and H9c2 protect 1.
Screening CCOc1ccc(N=Cc2c(O)n(CCc3ccc(OC)c(OC)c3)c(=O)[nH]c2=O)cc1 returned CaV13 ICDI inh -5, HIF-2a block 16, NR2E3 ag-1 1, PDI turbidity -12, Shn3 3UTR inh -6, iPSC survival up -0.5, Peg3 prom inh 24, HTR2A ag -2, NR2E3 ag-2 -7, TRPM1 prom inh 18 and H9c2 protect 0.
`CC(=O)Nc1ccc(OC(=O)c2ccccc2N)cc1` gave HIF-2a block 22, NR2E3 ag-1 4, PDI turbidity -6, Shn3 3UTR inh -3, iPSC survival up 1.2, Peg3 prom inh -10, HTR2A ag 0, NR2E3 ag-2 -13, TRPM1 prom inh 1 and H9c2 protect 1.
Screening Cn1cccc1/C=C1/C(=O)NC(=O)N(Cc2ccccc2)C1=O returned CaV13 ICDI inh -4, HIF-2a block 32, NR2E3 ag-1 2, PDI turbidity -10, Shn3 3UTR inh 17, iPSC survival up 0.7, Peg3 prom inh -15, HTR2A ag 9, NR2E3 ag-2 -3, TRPM1 prom inh 10 and H9c2 protect 10.
For C=CCN(c1ccc(C(=O)N(CC)CC)cc1)S(C)(=O)=O the results were CaV13 ICDI inh -1, HIF-2a block 17, NR2E3 ag-1 -2, PDI turbidity -1, Shn3 3UTR inh 13, iPSC survival up -0.5, Peg3 prom inh 11, HTR2A ag 1, NR2E3 ag-2 0, TRPM1 prom inh -5 and H9c2 protect 8.
`Cc1ccc2nc(C)n(-c3ccc(F)cc3)c(=O)c2c1` gave CaV13 ICDI inh -5, HIF-2a block 9, NR2E3 ag-1 -1, PDI turbidity -5, Shn3 3UTR inh 9, iPSC survival up -1.0, Peg3 prom inh 9, HTR2A ag 2, NR2E3 ag-2 13, TRPM1 prom inh 7 and H9c2 protect 8.
Screening Cn1cc(C=C(C#N)C#N)c2ccccc21 returned CaV13 ICDI inh -121, HIF-2a block -6, NR2E3 ag-1 -1, PDI turbidity 0, Shn3 3UTR inh -16, iPSC survival up 0.1, Peg3 prom inh -9, HTR2A ag -3, NR2E3 ag-2 -6, TRPM1 prom inh -4 and H9c2 protect 1.
CC(C)CN(C(=O)CN1CC=C(c2ccccc2)CC1)c1c(N)n(CC(C)C)c(=O)[nH]c1=O was read as CaV13 ICDI inh -7, HIF-2a block 23, NR2E3 ag-1 2, PDI turbidity -2, Shn3 3UTR inh -7, iPSC survival up -2.1, Peg3 prom inh 4, HTR2A ag 0, NR2E3 ag-2 -3, TRPM1 prom inh -2 and H9c2 protect 2.
O=C(CCl)NCC1CCCO1 (stereo not drawn) was read as CaV13 ICDI inh 8, HIF-2a block 8, NR2E3 ag-1 0, PDI turbidity 3, Shn3 3UTR inh 17, iPSC survival up -0.3, Peg3 prom inh 12, HTR2A ag 9, NR2E3 ag-2 3, TRPM1 prom inh 3 and H9c2 protect 2.
N#CC(C#N)=Cc1ccc(C=C(C#N)C#N)cc1 was read as CaV13 ICDI inh -3, HIF-2a block 13, PDI turbidity -14, Shn3 3UTR inh -17, iPSC survival up -0.2, Peg3 prom inh 23, HTR2A ag 3, NR2E3 ag-2 -8, TRPM1 prom inh 29 and H9c2 protect 1.
For CCCCC(CC)CNCC(O)c1ccccc1 (stereo not drawn) the results were CaV13 ICDI inh -1, HIF-2a block 3, NR2E3 ag-1 -3, PDI turbidity 1, Shn3 3UTR inh 18, iPSC survival up -0.9, Peg3 prom inh 11, HTR2A ag -2, NR2E3 ag-2 6, TRPM1 prom inh 3 and H9c2 protect -1.
`COc1cc(OC)c(C=O)c(OC(=O)N(C)C)c1` gave CaV13 ICDI inh -4, HIF-2a block 9, NR2E3 ag-1 -2, PDI turbidity 6, Shn3 3UTR inh -3, iPSC survival up 2.3, Peg3 prom inh 18, HTR2A ag -3, NR2E3 ag-2 -20, TRPM1 prom inh 0 and H9c2 protect 10.
`CN1CCN(CCC(=O)OC2CC3CCC(C2)N3C)CC1` (stereo not drawn) gave CaV13 ICDI inh 0, HIF-2a block 15, NR2E3 ag-1 4, PDI turbidity -2, Shn3 3UTR inh 10, iPSC survival up 7.2, Peg3 prom inh 2, HTR2A ag -5, NR2E3 ag-2 1, TRPM1 prom inh -6 and H9c2 protect 0.
CN1CCCCC1c1ccc(-c2cccnc2)nc1 (stereo not drawn) was read as HIF-2a block -10, NR2E3 ag-1 -1, Shn3 3UTR inh -1, iPSC survival up 0.5, Peg3 prom inh -25, HTR2A ag 5, NR2E3 ag-2 -3 and H9c2 protect 3.
`O=P(O)(Oc1ccccc1)OC(c1ccccc1)C(F)(F)C(F)(F)F` (stereo not drawn) gave CaV13 ICDI inh 2, HIF-2a block 17, NR2E3 ag-1 -4, PDI turbidity -2, Shn3 3UTR inh -10, iPSC survival up -0.1, Peg3 prom inh 1, HTR2A ag 3, NR2E3 ag-2 -7, TRPM1 prom inh 1 and H9c2 protect -3.
`Cc1ccc(P(=S)(c2ccc(C)o2)N2CCOCC2)o1` gave HIF-2a block -1, NR2E3 ag-1 -1, PDI turbidity 2, Shn3 3UTR inh -5, iPSC survival up 1.2, Peg3 prom inh 6, HTR2A ag 6, NR2E3 ag-2 -13, TRPM1 prom inh 0 and H9c2 protect 8.

High-throughput results from PubChem BioAssay.

Only part of the results is shown. The share of hits here may be higher or lower than overall.
